Lipid storage S3 = qHTS Assay for Lipid Storage Modulators in Drosophila S3 Cells. AID 2685. Potency in µM for hits, for the others lipid storage change, negative = inhibition, % at the top dose, mostly 46.1 µM. 0.64% of 320,000 active. Drosophila S3 cells, BODIPY lipid droplet fluorescence, 18-24 h; cells fed with added oleic acid; active = well fitted inhibition curve with a large enough effect in the signal ratio, with a control signal flat, not every such curve was filed as active; inconclusive = small, poorly fitted or top-dose-only effect, or effect the other way, or a change in a side signal; the % refers to the signal ratio
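Drosophila S3 cells got compounds at several concentrations plus oleic acid (400 uM solution). Laser-scanning cytometry with 488 nm excitation read lipid droplets at 500-530 nm and cells at 575-640 nm. Percent activity was relative to 20 uM Triacsin C.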
Lipid storage S3 cell count max = also measured in Lipid storage S3; calls as there; cell number change, %; measured here: cell count max response;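 cells counted by Cell Tracker Red CMTPX staining in the red channel; peak over a dose series mostly up to 46.1 µM; percent activity relative to internal control wells on each plate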
Starred values were filed as active, the others as inactive; i = inactive; ? = inconclusive; · = no result given. % is scaled to controls: 0 for no effect and ±100 for the full control effect; potency is read from the fitted curve at half-maximal effect.

SMILES | Lipid storage S3 | Lipid storage S3 cell count max
CC1(CC(=O)N/N=C/c2ccc(OCc3ccc(Cl)cc3Cl)cc2)OCCCO1 | ? | ·
COc1ccc(CCNC(=O)C2CC(=O)N(c3ccc(C)cc3)C2)cc1 (centres undefined) | ? | ·
S=C(c1ccc2c(c1)OCO2)N1CCCCCC1 | ? | ·
CCCn1nc(C(=O)NCCN2CCOCC2)c2ccccc2c1=O | i | 9
COc1ccc(C(=O)N2CCCCC2)cc1S(=O)(=O)Nc1ccccc1 | ? | ·
Cc1ccc(OCC(O)CN2C(=O)NC(C)(C)C2=O)c(C)c1 (centres undefined) | ? | ·
COc1cccc(NC(=S)N(CCc2ccc(OC)c(OC)c2)Cc2ccccn2)c1 | ? | ·
O=c1c2cccc3c(N4CCOCC4)ccc(c32)c2nc3ccccc3n12 | ? | ·
COc1ccc(N2CCN(Cc3cc(=O)oc4cc(C)c(Cl)c(C)c34)CC2)cc1 | i | ·
CCCCC(C(=O)NC1CCCC1)N(Cc1ccccc1)C(=O)c1snc(C(N)=O)c1N (centres undefined) | ? | ·
FC(F)(F)c1ccc(Oc2ccc3cc(Br)ccc3c2)nc1 | ? | ·
COc1ccc(C(=O)NC2CCN(C(=O)NC3CCCCC3)CC2)cc1 | ? | ·
COCc1cc(C)c2c(N)c(C#N)sc2n1 | 15% | 8
CCOc1ncccc1C(=O)N(C)CC(=O)Nc1ccc(F)cc1 | 8% | 8
Cc1ccc(OCCOCCN2CCN(C)CC2)c(C(C)(C)C)c1 | ? | ·
COC(=O)C1=NNC2C(=O)N(c3ccc(C)cc3)C(=O)C12 (centres undefined) | ? | ·
CSc1ccc(CNc2ccc(C)c(C)c2)cc1 | -7% | -13
COc1ccc(N(C(=O)c2ccco2)C(C(=O)NC2CCCC2)c2ccc(N(C)C)cc2)cc1OC (centres undefined) | 0% | 3
CN=c1scc(-c2ccc(Br)cc2)n1C | ? | ·
Cc1ccc(C)c(N(C(=O)c2csnn2)C(C(=O)NC2CCCC2)c2cccnc2)c1 (centres undefined) | ? | ·
CC(C)c1cc(=O)n2c(nc3ccccc32)[nH]1 | ? | ·
NC(=O)C1c2ccccc2CSc2ccccc21 (centres undefined) | 13% | 1
O=C(O)COc1ccc(/C=N/n2cnc3scc(-c4cccs4)c3c2=O)cc1 | ? | ·
Cc1ccc(NC(=O)N2CCc3ccccc32)cc1C | ? | ·

7 entries out of the list, ordered by molecular weight, rising:
SMILES | Lipid storage S3 | Lipid storage S3 cell count max
CC(C)c1cc(=O)n2c(nc3ccccc32)[nH]1 | ? | ·
CSc1ccc(CNc2ccc(C)c(C)c2)cc1 | -7% | -13
Cc1ccc(NC(=O)N2CCc3ccccc32)cc1C | ? | ·
CCCn1nc(C(=O)NCCN2CCOCC2)c2ccccc2c1=O | i | 9
O=C(O)COc1ccc(/C=N/n2cnc3scc(-c4cccs4)c3c2=O)cc1 | ? | ·
COc1ccc(N2CCN(Cc3cc(=O)oc4cc(C)c(Cl)c(C)c34)CC2)cc1 | i | ·
COc1cccc(NC(=S)N(CCc2ccc(OC)c(OC)c2)Cc2ccccn2)c1 | ? | ·

Next part:
SMILES | Lipid storage S3 | Lipid storage S3 cell count max
CC(Sc1nnc(C(F)(F)F)n1C)C(=O)Nc1ccc(S(N)(=O)=O)cc1 (centres undefined) | ? | ·
COc1ccc(N2C(=O)CSC23C(=O)Nc2ccccc23)cc1OC (centres undefined) | ? | ·
OCC(O)/C=N/Nc1nc2ccccc2s1 (centres undefined) | 6% | 8
CCC(C)[C@H](N)c1nnc(SCC(=O)c2ccc(Cl)cc2)o1 (some centres undefined) | i | ·
COC(=O)c1ccc(CNC(=O)Cn2cnnn2)cc1 | -10% | 5
COc1ccc(-c2csc(NC(=O)c3ccccc3F)c2C(=O)O)cc1 | 3% | 7
CN1C(=O)Cc2cc(S(=O)(=O)N3CCN(c4ccc(Cl)cc4)CC3)ccc21 | i | 7
Cc1ccc(C)c(OCC(=O)NNC(=O)C2CC2)c1 | ? | ·
C/C(=N\NC(=O)c1ccoc1C)c1ccc(Br)s1 | i | -14
NC(=O)C1CCN(Cc2cccc(OCc3ccccc3)c2)CC1 | ? | ·
N#Cc1ccc(CSCC(=O)O)cc1 | ? | ·
CN(Cc1ccc(F)cc1)C(=O)c1cccc(S(=O)(=O)N2CCN(Cc3ccccc3)CC2)c1 | ? | ·
OCC[C@H]1C[C@@H](O)[C@H](O)[C@@]2(CCc3ccccc3CO2)O1 | ? | ·
COc1cc2nc(SCC(N)=O)n(CCC3=CCCCC3)c(=O)c2cc1OC | ? | ·
Nc1ncc(-c2ccccc2)c(-c2ccc(O)cc2O)n1 | ? | ·
CC(=O)c1ccc(Oc2ncnc3sccc23)cc1 | 11% | 13
COc1ccc(N(CC(=O)NC2CCCC2)C(=O)Cn2nnc(-c3ccc(C)cc3)n2)cc1 | 0% | -2
CCOc1ccccc1N(C(=O)c1snc(C(N)=O)c1N)C(C(=O)NC1CCCC1)c1ccco1 (centres undefined) | ? | ·
COc1ccc(Br)cc1CNCC1CCCO1 (centres undefined) | ? | ·
OC(COCC(F)(F)C(F)(F)C(F)(F)C(F)F)Cn1c2ccc(Cl)cc2c2cc(Cl)ccc21 (centres undefined) | ? | ·
COc1cccc(-c2ccc(SCC(=O)NC3CCCC3)nn2)c1 | -15% | 23
COc1ccc(C(=O)N2CCN(c3ccccc3OC)CC2)cc1 | ? | ·
Cc1c(C(Nc2ccccn2)c2ccccc2)c(=O)n(-c2ccccc2)n1C (centres undefined) | 2% | -11
CCOc1ccc(NC(=O)CN(C)C(=O)c2c(C)nn(-c3ccccc3)c2Cl)cc1OCC | ? | ·

Four entries out of the list above, arranged by their value in Lipid storage S3, rising.
SMILES | Lipid storage S3
COc1cccc(-c2ccc(SCC(=O)NC3CCCC3)nn2)c1 | -15%
COc1ccc(N(CC(=O)NC2CCCC2)C(=O)Cn2nnc(-c3ccc(C)cc3)n2)cc1 | 0%
Cc1c(C(Nc2ccccn2)c2ccccc2)c(=O)n(-c2ccccc2)n1C (centres undefined) | 2%
CC(=O)c1ccc(Oc2ncnc3sccc23)cc1 | 11%

(continued)
SMILES | Lipid storage S3 | Lipid storage S3 cell count max
CCn1c2ccccc2c2cc(N=C3SC(CC(=O)Nc4ccccc4)C(=O)N3C)ccc21 (centres undefined) | -2% | 15
COc1c(C)cccc1C(=O)Nc1ccc(CN2CCCCC2)cc1 | ? | ·
COc1ccc(O)c(/C=N/NC(=O)c2cc(=O)[nH]c3ccccc23)c1 | ? | ·
CC(C)(C)NC(=O)C(c1ccco1)N(C(=O)c1ccc(CN2CCOCC2)o1)c1ccccc1 (centres undefined) | 5% | -6
CCO[C@@H]1OC(C(=O)N2CCN(Cc3ccccc3)CC2)=C[C@H](c2ccc(C(F)(F)F)cc2)[C@H]1CCCO | -19% | -12
O=C(CN1CCN(CC(=O)Nc2ccccc2F)CC1)Nc1cccc(F)c1 | ? | ·
CC(C)Oc1ccc(CNC(=O)c2ccc3nc(N4CCOCC4)sc3c2)cc1 | ? | ·
Cc1ccc(NC(=O)Nc2ccc3c(c2)OCO3)c(Br)c1 | ? | ·
COc1ccc(N2CCN(C(=O)NC3CCCCC3)CC2)cc1 | 5% | 14
COc1cc2c(cc1OC)C(c1cc3cc4c(cc3[nH]c1=O)OCO4)N(C(=O)C1CC1)CC2 (centres undefined) | 7% | 6
CCOc1ccc(N(C(=O)c2ccc(S(=O)(=O)N3CCCC3)cc2)C2C=CS(=O)(=O)C2)cc1 (centres undefined) | ? | ·
O=C(CN1C(=O)COc2ccc(Cl)cc21)Nc1ccc(N2CCOCC2)cc1 | i | ·

Single records, as listed above. Order of values: Lipid storage S3, Lipid storage S3 cell count max
CC(C)(C)NC(=O)C(c1ccco1)N(C(=O)c1ccc(CN2CCOCC2)o1)c1ccccc1 (centres undefined) in the list: 5%, -6
CCn1c2ccccc2c2cc(N=C3SC(CC(=O)Nc4ccccc4)C(=O)N3C)ccc21 (centres undefined) in the list: -2%, 15
COc1ccc(O)c(/C=N/NC(=O)c2cc(=O)[nH]c3ccccc23)c1 in the list: ?, ·
CC(C)Oc1ccc(CNC(=O)c2ccc3nc(N4CCOCC4)sc3c2)cc1 in the list: ?, ·
COc1ccc(N2CCN(C(=O)NC3CCCCC3)CC2)cc1 in the list: 5%, 14

(list continues)
SMILES | Lipid storage S3 | Lipid storage S3 cell count max
Cc1ccc(OCc2nnc(NC(=O)Cc3cccs3)s2)cc1 | i | ·
CN(CC(=O)Nc1c(Cl)cccc1Cl)C(=O)c1ccc2nc[nH]c2c1 | ? | ·
O=c1[nH]c(SCc2nc3c(cnn3-c3ccccc3)c(=O)[nH]2)nc2ccccc12 | -25% | -20
Cc1nn(C)c(C)c1NS(=O)(=O)c1ccc(N2CCCC2=O)cc1 | ? | ·
O=C(CC(c1ccco1)C1CCCCC1=O)c1ccco1 (centres undefined) | ? | ·
Cc1csc(NC(=O)[C@@H]2CCCN2C(=O)c2cccs2)n1 | ? | ·
Cc1ccc(SC(=O)COc2ccccc2C)cc1 | ? | ·
Cc1cc(C(F)(F)F)nc2c(Cl)c(C(C)(C)C)nn12 | ? | ·
O=C(CCCn1cc([N+](=O)[O-])cn1)Nc1cccnc1 | ? | ·
O=C(COc1cc2oc(=O)c3c(c2cc1Cl)CCC3)NCc1ccccn1 | ? | ·
CC(C)c1ccc(OCC(=O)NN2C(=O)c3ccccc3C2=O)c(Br)c1 | i | 11
O=C(CCNC(=O)c1ccc(Cl)cc1)Nc1ccncc1 | 23% | ·
C=CCSc1nccc(=O)[nH]1 | ? | ·
CCC1(C)Cc2c(sc3nc(SC)n(Cc4ccccc4)c(=O)c23)CO1 (centres undefined) | ? | ·
C#CCOCCOCCOCCNc1nc(N2CCN(C(=O)[C@H]([C@@H](C)CC)n3cc([C@@H](N)CO)nn3)CC2)nc(N2CCN(C(=O)[C@H](Cc3cc4ccccc4[nH]3)n3cc([C@@H](N)Cc4ccc(O)cc4)nn3)CC2)n1 | 3% | 8
CC1CN(C(=O)COC(=O)c2ccc(N(C)C)cc2)CC(C)O1 (centres undefined) | ? | ·
O=C(Nc1ccccc1N1CCOCC1)c1ccc(S(=O)(=O)NCc2ccco2)cc1 | 1% | 17
Cc1ccc(CC(=O)Nc2ncc([N+](=O)[O-])s2)cc1 | -19% | 2
Cc1ccc(NC2CCCN(C(=O)c3ccoc3C)C2)cc1C (centres undefined) | ? | ·
O=C1c2cccnc2C(=O)N1Cc1ccc(S(=O)(=O)N2CCOc3ccc(Cl)cc32)cc1 | ? | ·
CCOC(=O)c1c(CN(C)C)n(-c2ccc(C)cc2)c2cc(Br)c(O)cc12 | ? | ·
Cc1ccc(C)c(N(C(=O)CNC(=O)c2ccco2)C(C(=O)NC2CCCCC2)c2ccncc2)c1 (centres undefined) | ? | ·
Cc1c(-c2ccccc2)[n+](=O)c2c(n1[O-])CCCC2 | -5% | ·
CCOC(=O)N1CCN(c2ncnc3c2oc2nc(C)c4c(c23)CC(C)(C)OC4)CC1 | ? | ·
O=C(c1cccc2c1-c1ccccc1/C2=N/O)N1CCCCC1 | 13% | -7
Cc1ccc(-c2nc(-c3cccnc3)sc2CC(=O)O)cc1 | -10% | -19
COC(=O)c1sc2nc(SCc3cccc(F)c3)n(N)c(=O)c2c1C | 20% | 1
Cc1cc(C)nc(N2CCCC(C(=O)Nc3nc4ccc(S(C)(=O)=O)cc4s3)C2)n1 (centres undefined) | ? | ·
COc1ccc(C2=NNC(c3cccs3)=Nc3ccc(OC)cc32)cc1 | -7% | -8
Cc1ccc(C)c(NC(=O)CSc2nc(C)cs2)c1 | ? | ·
CCOC(=O)Nc1ccc2c(c1)N(C(=O)CN(CC)CC)c1ccccc1CC2 | ? | ·
CC(C)C(=O)NC(C)C(c1cccs1)N1CCN(c2ccccc2)CC1 (centres undefined) | 7% | 8
c1ccc(Cn2ccnc2-c2ccco2)cc1 | ? | ·
Nc1nc(-c2cccc(F)c2)cs1 | 1% | -6
CC(=O)Nc1cccc(NC(=O)Nc2ccc(C(C)=O)cc2)c1 | i | ·
Cc1cccn2c(=O)c(/C=C(\C#N)C(=O)NC3CCS(=O)(=O)C3)c(N3CC(C)OC(C)C3)nc12 (centres undefined) | 6% | 4
CC(C)(C)C(=O)Nc1cc(NC(=O)C(C)(C)C)cc(C(=O)Nc2cc(C(=O)O)cc(C(=O)O)c2)c1 | ? | ·
CCOC(=O)c1ccc(NC(=S)N(CCN2CCCCCC2)Cc2ccco2)cc1 | ? | ·
COc1ccc(-n2c(C)c(C(C)=O)c3cc(OCC(N)=O)ccc32)cc1 | -1% | 4
COC(=O)c1sccc1NC(=S)OC | -3% | 4
C/C(=N/NC(=O)c1cccs1)c1ccc(NC(=O)COc2ccc(Cl)cc2)cc1 | ? | ·
Cc1cccc(N2CCN(C(=O)CCCn3c(=O)[nH]c4ccsc4c3=O)CC2C)c1 (centres undefined) | ? | ·
CCN(CC)CCNC(=O)c1ccc(NC(=O)C2CCN(S(=O)(=O)c3ccc4c(c3)OCCO4)CC2)cc1 | 3% | -13
Cc1ccccc1C(C(=O)NCc1ccccc1)N(Cc1ccco1)C(=O)c1ccccn1 (centres undefined) | -4% | 4
CCNC(=O)C1CCCN1S(=O)(=O)c1ccc(C)cc1 (centres undefined) | 1% | 8
CCN(Cc1cc(=O)oc2cc(C)ccc12)c1ccccc1 | ? | ·
Cc1cc(=O)oc(C)c1C(=O)NCc1ccco1 | ? | ·

Not all compounds are listed. The share of hits here may be higher or lower than overall.
